MBD2 DNA inh = inhibitors of MBD2 binding to methylated DNA, primary screen, biochemical, TR-FRET, DNA-binding domain, human; MBD2 binding to methylated oligonucleotide; AID 686964, 2013; inhibition, % at 4.4 µM; Methyl-CpG-binding domain protein 2 (Homo sapiens), Q9UBB5; hit rate 0.31% among 370,000; in the data active = inhibition above about 13%
Target sequence (Q9UBB5 whole entry, looked up, the tested form may be a part): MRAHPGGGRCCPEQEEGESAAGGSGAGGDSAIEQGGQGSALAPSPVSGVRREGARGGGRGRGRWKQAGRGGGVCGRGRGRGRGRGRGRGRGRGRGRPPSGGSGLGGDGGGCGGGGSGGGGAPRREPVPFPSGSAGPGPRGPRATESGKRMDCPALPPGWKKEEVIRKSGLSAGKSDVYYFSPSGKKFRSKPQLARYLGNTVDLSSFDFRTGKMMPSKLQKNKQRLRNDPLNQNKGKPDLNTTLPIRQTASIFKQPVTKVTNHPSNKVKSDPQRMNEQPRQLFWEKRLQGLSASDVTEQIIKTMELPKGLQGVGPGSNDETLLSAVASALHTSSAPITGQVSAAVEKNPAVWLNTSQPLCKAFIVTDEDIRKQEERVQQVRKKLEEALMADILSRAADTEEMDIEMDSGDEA
PLCg1 inh = PLC-gamma1 enzyme inhibitors, primary screen, biochemical, fluorescence, purified enzyme | hit rate 0.84% among 370,000 | fluorogenic substrate | AID 720700, 2013 | inhibition, % at 12.2 µM | 1-phosphatidylinositol 4,5-bisphosphate phosphodiesterase gamma-1 (Homo sapiens), P19174; in the data active = inhibition above about 9.5%
DAX1 inh-1 = DAX1 (NR0B1) inhibitors, primary screen, cell-based, HEK293, Gal4-DAX1, luciferase luminescence; Nuclear receptor subfamily 0 group B member 1 (Homo sapiens), P51843; HEK293 Gal4-DAX1 luciferase reporter; inhibition, % at 6.75 µM; hit rate 0.99% among 340,000; AID 504766, 2011;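 active = inhibition above the mean over all tested compounds plus 3 SD, cut at about 4.2% in these data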;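 note: 0% = DAX1-transfected cells with DMSO and 100% = empty-vector control cells with DMSO; inhibition shows as a rise in luminescence from relieved DAX1 repression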
Target sequence (P51843 207-470 limits assumed): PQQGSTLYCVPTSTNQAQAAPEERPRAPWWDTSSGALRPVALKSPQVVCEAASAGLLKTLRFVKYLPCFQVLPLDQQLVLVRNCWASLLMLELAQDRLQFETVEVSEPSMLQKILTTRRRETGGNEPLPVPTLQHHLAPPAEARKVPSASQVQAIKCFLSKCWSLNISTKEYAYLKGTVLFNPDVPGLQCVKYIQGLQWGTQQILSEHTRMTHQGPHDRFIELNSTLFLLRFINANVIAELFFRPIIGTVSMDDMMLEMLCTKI
hgDAF12 agonist = H. glycines DAF-12 receptor agonists, primary screen, cell-based, luminescence, HEK293, GAL4 fusion, UAS-luciferase. HEK293 GAL4-hgDAF12 UAS-luciferase reporter, agonist luminescence; normalized to butyrate control. AID 687014, 2013. activation, % at 6.8 µM. Nuclear hormone receptor DAF-12 (Heterodera glycines), GAL4 fusion. hit rate 1.8% among 370,000;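 active = activation above a cutoff set at the mean of all screened compounds plus 3 SD, cut at about 10% in these data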;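 note: 0% = DMSO wells and 100% = sodium butyrate wells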
ADAM17 inh = ADAM17 inhibitors, primary screen, biochemical, QFRET | inhibition, % at 6.95 µM | hit rate 0.83% among 370,000 | Disintegrin and metalloproteinase domain-containing protein 17 (Homo sapiens), P78536 | recombinant ADAM17, EDANS/DABCYL FRET peptide cleavage;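 active = inhibition above the mean of compounds lying between control limits plus 3 SD, set per campaign, cut at about 8.5% in these data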;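 note: 0% = DMSO-only wells as the low control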
DAX1 inh-2 = DAX1 (NR0B1) inhibitors on StAR promoter, primary screen, cell-based, luminescence, SF-1 (NR5A1), full-length DAX-1 | AID 652010, 2013 | HEK293T StAR-luciferase reporter, SF-1/DAX-1 repression relief | hit rate 1.1% among 370,000 | inhibition, % at 6.8 µM;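 active = inhibition above the mean over all tested compounds plus 3 SD, cut at about 3.6% in these data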;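 note: 0% = DAX-1 cells with DMSO and 100% = cells lacking DAX-1 with DMSO; higher inhibition means more luminescence from relief of DAX-1 repression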
ssDAF-12 act = S. stercoralis DAF-12 nuclear receptor activators, primary screen, cell-based, luminescence, HEK293, GRIP1 co-expression, lit1-tk-luc; HEK293 ssDAF-12/GRIP1 lit1-tk-luc reporter; % of 3 µM dafachronic acid response; AID 652126, 2013; hit rate 1% among 370,000; activation, % at 6.8 µM;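 active = activation above the mean over all tested compounds plus 3 SD, cut at about 0.9% in these data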;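 note: 0% = DMSO-only wells and 100% = 3 µM delta7-dafachronic acid wells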
SMARCA2 act = SMARCA2 (BRM) function activators, primary screen, cell-based, luminescence, high throughput; MG213 cells, MMTV-luciferase reporter, dexamethasone, overnight; activation, % at 9.1 µM; hit rate 1% among 370,000; in the data active = activation above about 7.8%;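 note: 0% = vehicle wells and 100% = reference activator wells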
PLCb3 inh = human PLC-beta3 inhibitors, primary screen, biochemical, fluorescence. 1-phosphatidylinositol 4,5-bisphosphate phosphodiesterase beta-3 (Homo sapiens), Q01970. Purified PLC-beta3, fluorogenic substrate. inhibition, % at 12.2 µM. hit rate 0.18% among 370,000; in the data active = inhibition above about 11%;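 note: 0% = median of compound wells on plate and 100% = full blocker control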
Rev-erbA mod = modulators of Rev-erb alpha DNA binding, primary screen, biochemical, FITC-DNA, fluorescence polarization, uHTS; Nuclear receptor subfamily 1 group D member 1 (Homo sapiens), P20393; Rev-erbα–FITC-DNA binding, 90 min; activity, % at 10 µM; hit rate 0.79% among 370,000; AID 1259318, 2017;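 active = activity above about 14%, limit read from the data; passing the limit was not always enough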;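 note: 0% = DMSO wells with 35 nM protein and 100% = DMSO wells with 750 nM protein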
hcDAF12 agonist = H. contortus DAF-12 nuclear receptor activators, primary screen, cell-based, luminescence, HEK293, lit1-tk-luc reporter | hit rate 1.4% among 370,000 | activation, % at 6.8 µM | HEK293 hcDAF-12 lit1-tk-luc reporter; 0% DMSO, 100% Δ7-dafachronic acid;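 active = activation above the mean of all tested compounds plus 3 SD, cut at about 5.5% in these data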;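 note: 100% = response to 3 µM Δ7-dafachronic acid high control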
Numbers without * were called inactive.

For C=CCc1ccc(OCCOCCNCCOC)c(OC)c1 the results were MBD2 DNA inh -3, PLCg1 inh 3, DAX1 inh-1 0.2, hgDAF12 agonist -2.0, ADAM17 inh -2, DAX1 inh-2 -0.1, ssDAF-12 act -0.9, SMARCA2 act 0, PLCb3 inh 0, Rev-erbA mod -4 and hcDAF12 agonist 0.6.
Screening CC1CCN(S(=O)(=O)c2ccc3c(c2)N(CC(=O)N(C)Cc2ccco2)C(=O)CO3)CC1 returned MBD2 DNA inh 5, PLCg1 inh 3, DAX1 inh-1 -0.2, hgDAF12 agonist -0.4, ADAM17 inh -3, DAX1 inh-2 0.7, ssDAF-12 act 0.1, SMARCA2 act 2, PLCb3 inh -1, Rev-erbA mod 1 and hcDAF12 agonist 0.5.
Cn1cc(C(=O)N2CCCCCC2)c(=O)c2cc(S(=O)(=O)N3CCCCC3)ccc21 was read as MBD2 DNA inh 2, PLCg1 inh 2, DAX1 inh-1 0.4, hgDAF12 agonist 0.6, ADAM17 inh -3, DAX1 inh-2 -0.6, ssDAF-12 act -0.3, SMARCA2 act 2, PLCb3 inh -4, Rev-erbA mod -6 and hcDAF12 agonist -2.1.
Screening COc1ccc(OCC2CCCN(Cc3nc(CC4CC4)no3)C2)cc1 (centres undefined) returned MBD2 DNA inh -5, PLCg1 inh -1, DAX1 inh-1 1.8, hgDAF12 agonist 1.8, ADAM17 inh -1, DAX1 inh-2 -0.1, ssDAF-12 act -0.4, SMARCA2 act -1, PLCb3 inh 1, Rev-erbA mod 0 and hcDAF12 agonist -0.6.
Brc1ccc(Cn2c(-c3cncs3)nc3ccccc32)cc1 was read as MBD2 DNA inh -1, PLCg1 inh 3, DAX1 inh-1 -0.5, hgDAF12 agonist 1.9, ADAM17 inh 4, DAX1 inh-2 -0.6, ssDAF-12 act -0.8, SMARCA2 act 8.8*, PLCb3 inh 0, Rev-erbA mod 7 and hcDAF12 agonist 1.4.
Screening CC1CC(C)CN(C(=O)c2cn(C)c3ccc(S(=O)(=O)N(C)C)cc3c2=O)C1 (centres undefined) returned MBD2 DNA inh 3, PLCg1 inh 1, DAX1 inh-1 4.5*, hgDAF12 agonist -0.9, ADAM17 inh 0, DAX1 inh-2 -0.9, ssDAF-12 act -0.3, SMARCA2 act -2, PLCb3 inh 6, Rev-erbA mod 9 and hcDAF12 agonist -0.4.
Screening Cc1cc2c(c(=O)o1)C(c1ccc([N+](=O)[O-])o1)C(C#N)=C(N)O2 (centres undefined) returned MBD2 DNA inh -4, PLCg1 inh -40, hgDAF12 agonist 0.9, ADAM17 inh -9, DAX1 inh-2 0.9, ssDAF-12 act -1.2, SMARCA2 act -1, PLCb3 inh -60, Rev-erbA mod -2 and hcDAF12 agonist 1.2.
For CC(C)(C)C(=O)NC1(C(F)(F)F)NC(=O)N(c2ccc(F)cc2)C1=O (centres undefined) the results were MBD2 DNA inh 3, PLCg1 inh 0, DAX1 inh-1 0.6, hgDAF12 agonist -2.4, ADAM17 inh -4, DAX1 inh-2 0.0, ssDAF-12 act -1.4, SMARCA2 act -1, PLCb3 inh -6, Rev-erbA mod 4 and hcDAF12 agonist 0.1.
`CSc1nnc(-c2ccc(C(F)(F)F)cn2)o1` gave MBD2 DNA inh 3, PLCg1 inh 0, hgDAF12 agonist 3.6, ADAM17 inh -5, DAX1 inh-2 0.5, ssDAF-12 act -1.0, SMARCA2 act -2, PLCb3 inh -6, Rev-erbA mod 7 and hcDAF12 agonist 0.1.
For COc1ccc2cc(C(=O)NCc3ccco3)c(=Nc3ccc(C(=O)O)cc3)oc2c1 the results were MBD2 DNA inh -4, PLCg1 inh -16, DAX1 inh-1 -0.9, hgDAF12 agonist 11*, ADAM17 inh -62, DAX1 inh-2 0.8, ssDAF-12 act -0.3, SMARCA2 act 5, PLCb3 inh -19, Rev-erbA mod -6 and hcDAF12 agonist 5.5.
`COc1ccc(C2/C(=C(/O)c3ccc4c(c3)CC(C)O4)C(=O)C(=O)N2CCN2CCOCC2)cc1` (centres undefined) gave MBD2 DNA inh 1, PLCg1 inh -2, DAX1 inh-1 -0.5, hgDAF12 agonist -0.2, ADAM17 inh -2, DAX1 inh-2 0.4, ssDAF-12 act -1.0, SMARCA2 act -1, PLCb3 inh -5, Rev-erbA mod 1 and hcDAF12 agonist 0.3.
Screening COc1ccc(N(CC(=O)Nc2ccc(OC)c(OC)c2)S(=O)(=O)c2ccccc2)cc1Cl returned MBD2 DNA inh 1, PLCg1 inh 5, DAX1 inh-1 0.5, hgDAF12 agonist 1.7, ADAM17 inh 4, DAX1 inh-2 -0.1, ssDAF-12 act -0.8, SMARCA2 act -4, PLCb3 inh 5, Rev-erbA mod 4 and hcDAF12 agonist -0.8.
CSc1ncccc1C(=O)OCc1c(F)cccc1Cl was read as MBD2 DNA inh -3, PLCg1 inh 1, DAX1 inh-1 0.7, hgDAF12 agonist -0.5, ADAM17 inh 2, DAX1 inh-2 0.3, ssDAF-12 act -1.1, SMARCA2 act 4, PLCb3 inh -6, Rev-erbA mod 7 and hcDAF12 agonist -1.3.
COC(=O)c1ccc(C2/C(=C(/O)c3ccc(OC(C)C)cc3)C(=O)C(=O)N2c2cc(C)on2)cc1 (centres undefined) was read as MBD2 DNA inh -3, PLCg1 inh 0, DAX1 inh-1 0.6, hgDAF12 agonist -2.3, ADAM17 inh 2, DAX1 inh-2 1.0, ssDAF-12 act -1.3, SMARCA2 act -3, PLCb3 inh -2, Rev-erbA mod 6 and hcDAF12 agonist -0.8.
O=C(NCc1ccccn1)c1ccc(S(=O)(=O)Nc2ccccc2F)cc1 was read as MBD2 DNA inh -1, PLCg1 inh -2, DAX1 inh-1 -0.7, hgDAF12 agonist -0.5, ADAM17 inh 2, DAX1 inh-2 0.4, ssDAF-12 act -1.2, SMARCA2 act -2, PLCb3 inh -2, Rev-erbA mod -1 and hcDAF12 agonist -2.4.
`CC(C)C(NC(=O)C1CC(=O)N(Cc2ccccc2)C1)c1nc2ccccc2[nH]1` (centres undefined) gave MBD2 DNA inh -3, PLCg1 inh -5, DAX1 inh-1 -0.3, hgDAF12 agonist 1.1, ADAM17 inh -3, DAX1 inh-2 0.5, ssDAF-12 act -0.8, SMARCA2 act -3, PLCb3 inh -2, Rev-erbA mod -5 and hcDAF12 agonist 0.3.
Screening Cc1ccc(S(=O)(=O)N2CCN(C(=O)C3CCN(c4ncnc5sc(C)c(C)c45)CC3)CC2)c(C)c1 returned MBD2 DNA inh 5, PLCg1 inh 0, DAX1 inh-1 0.2, hgDAF12 agonist 1.2, ADAM17 inh -6, DAX1 inh-2 1.4, ssDAF-12 act -1.3, SMARCA2 act -2, PLCb3 inh -5, Rev-erbA mod 2 and hcDAF12 agonist -0.2.
Screening COc1ccc(-c2csc3ncnc(Sc4nnnn4C)c23)cc1 returned MBD2 DNA inh 0, PLCg1 inh -8, DAX1 inh-1 -2.3, hgDAF12 agonist -8.0, ADAM17 inh -1, DAX1 inh-2 -1.8, ssDAF-12 act -1.9, SMARCA2 act 1, PLCb3 inh -8, Rev-erbA mod -2 and hcDAF12 agonist -3.4.
CN(C)c1ccc(-c2nc3cc(N)ccc3o2)cc1 was read as MBD2 DNA inh -8, PLCg1 inh inactive, DAX1 inh-1 -4.9, hgDAF12 agonist 11*, ADAM17 inh -427, DAX1 inh-2 0.9, ssDAF-12 act 0.7, SMARCA2 act 1, PLCb3 inh inactive, Rev-erbA mod -3 and hcDAF12 agonist 5.8*.
CN(C)/C(Cn1cncn1)=C1/N=C(c2c(F)cccc2F)OC1=O was read as MBD2 DNA inh -1, PLCg1 inh 2, DAX1 inh-1 -0.1, hgDAF12 agonist -2.5, ADAM17 inh 4, DAX1 inh-2 0.6, ssDAF-12 act -1.0, SMARCA2 act 2, PLCb3 inh 4, Rev-erbA mod 1 and hcDAF12 agonist -1.1.
For Cc1[nH]n(-c2ccccc2)c(=O)c1/C=N/NC(=O)c1ccccc1F the results were MBD2 DNA inh -4, PLCg1 inh 0, DAX1 inh-1 0.8, hgDAF12 agonist 6.7, ADAM17 inh 1, DAX1 inh-2 0.6, ssDAF-12 act 0.0, SMARCA2 act 2, PLCb3 inh -8, Rev-erbA mod -3 and hcDAF12 agonist 3.1.
For COc1cc(C(=O)OCC(=O)N2CCCC2=O)cc(OC)c1C the results were MBD2 DNA inh 4, PLCg1 inh -4, DAX1 inh-1 -0.5, hgDAF12 agonist 0.5, ADAM17 inh -6, DAX1 inh-2 0.2, ssDAF-12 act -1.5, SMARCA2 act 0, PLCb3 inh -9, Rev-erbA mod -9 and hcDAF12 agonist -0.9.
Screening COC(=O)[C@H](C(C)C)N1Cc2nnn(Cc3ccccc3)c2C=CS1(=O)=O returned MBD2 DNA inh 1, PLCg1 inh 1, hgDAF12 agonist 1.1, ADAM17 inh -2, DAX1 inh-2 -0.2, ssDAF-12 act -0.8, SMARCA2 act -2, PLCb3 inh 2, Rev-erbA mod -1 and hcDAF12 agonist -4.1.
`CC(=O)Nc1ccc(S(=O)(=O)Nc2ccc(-n3cnnn3)cc2)cc1` gave MBD2 DNA inh -1, PLCg1 inh -1, DAX1 inh-1 -0.5, hgDAF12 agonist -0.6, ADAM17 inh -7, DAX1 inh-2 0.6, ssDAF-12 act -0.5, SMARCA2 act 1, PLCb3 inh -5, Rev-erbA mod -4 and hcDAF12 agonist -0.9.
`C=CCn1c(=O)c2c(nc3n2CC(C)CN3c2cccc(OC)c2)n(C)c1=O` (centres undefined) gave MBD2 DNA inh 1, PLCg1 inh 2, DAX1 inh-1 0.0, hgDAF12 agonist -0.4, ADAM17 inh -4, DAX1 inh-2 -0.5, ssDAF-12 act -1.1, SMARCA2 act -1, PLCb3 inh -2, Rev-erbA mod -7 and hcDAF12 agonist -1.3.

Reprinted at random: two compounds from above, in no set order.
For COc1cc(C(=O)OCC(=O)N2CCCC2=O)cc(OC)c1C the results were MBD2 DNA inh 4, PLCg1 inh -4, DAX1 inh-1 -0.5, hgDAF12 agonist 0.5, ADAM17 inh -6, DAX1 inh-2 0.2, ssDAF-12 act -1.5, SMARCA2 act 0, PLCb3 inh -9, Rev-erbA mod -9 and hcDAF12 agonist -0.9.
Screening CC1CCN(S(=O)(=O)c2ccc3c(c2)N(CC(=O)N(C)Cc2ccco2)C(=O)CO3)CC1 returned MBD2 DNA inh 5, PLCg1 inh 3, DAX1 inh-1 -0.2, hgDAF12 agonist -0.4, ADAM17 inh -3, DAX1 inh-2 0.7, ssDAF-12 act 0.1, SMARCA2 act 2, PLCb3 inh -1, Rev-erbA mod 1 and hcDAF12 agonist 0.5.

Screening results as filed in PubChem BioAssay.
